CHRM5 agonist: human M5 muscarinic receptor agonists, primary screen, CHO-K1 cells, Fluo-8 calcium fluorescence | Muscarinic acetylcholine receptor M5 (Homo sapiens), P08912 | CHO-K1 hM5 cells; 0% DMSO wells, 100% maximal acetylcholine response | activation, % at 3 µM | 360,000 tested, 0.19% active | AID 624037, 2012;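 active means activation above the run's mean over test compounds plus 3 SD, cut at about 23% in these data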;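 further: signal is peak over basal fluorescence ratio across the kinetic read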
Target sequence (P08912 whole entry, looked up): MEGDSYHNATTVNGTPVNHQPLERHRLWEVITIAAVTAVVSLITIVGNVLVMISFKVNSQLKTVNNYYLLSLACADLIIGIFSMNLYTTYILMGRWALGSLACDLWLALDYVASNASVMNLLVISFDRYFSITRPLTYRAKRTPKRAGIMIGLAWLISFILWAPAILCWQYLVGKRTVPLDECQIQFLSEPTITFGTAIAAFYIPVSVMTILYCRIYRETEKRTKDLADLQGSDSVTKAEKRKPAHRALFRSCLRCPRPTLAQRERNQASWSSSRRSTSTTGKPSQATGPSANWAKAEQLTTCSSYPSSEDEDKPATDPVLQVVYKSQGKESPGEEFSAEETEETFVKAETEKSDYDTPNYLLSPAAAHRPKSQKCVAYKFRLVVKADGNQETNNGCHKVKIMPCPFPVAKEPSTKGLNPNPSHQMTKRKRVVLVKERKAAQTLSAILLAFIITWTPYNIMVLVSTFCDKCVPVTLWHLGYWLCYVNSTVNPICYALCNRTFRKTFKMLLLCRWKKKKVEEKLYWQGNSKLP
M1 PAM: human M1 muscarinic receptor positive allosteric modulators, primary screen, CHO-K1 cells, Fluo-8 calcium fluorescence, 1536-well; activation, % at 3 µM; 360,000 tested, 0.088% active; Muscarinic acetylcholine receptor M1 (Homo sapiens), P11229; CHO-K1 hM1, ACh EC20; 0% = ACh EC20, 100% = maximal ACh; in the data active means activation above about 19%, passing the limit was not always enough
M1 antag: human M1 muscarinic receptor antagonists, primary screen, CHO-K1 cells, Fluo-8 calcium fluorescence, 1536-well; Muscarinic acetylcholine receptor M1 (Homo sapiens), P11229; CHO-K1 hM1, ACh EC80 antagonist; inhibition, % at 3 µM; 360,000 tested, 1.3% active; AID 588852, 2011;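 active means percent inhibition above its own plate's cutoff, namely the mean of that plate's compound wells plus 3 SD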;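 further: peak over basal fluorescence ratio during 140 s after agonist addition; 0% = ACh EC80 plus DMSO and 100% = DMSO alone without agonist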
CHRM5 antagonist: human M5 muscarinic receptor antagonists, primary screen, CHO cells, Fluo-8 calcium fluorescence | Muscarinic acetylcholine receptor M5 (Homo sapiens), P08912 | CHO-hM5 cells, ACh EC80 | inhibition, % at 3 µM | 360,000 tested, 0.59% active;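 active means inhibition above a per-plate cutoff, the mean of that plate's test compounds plus 3 SD, cut at about 27% in these data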;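 further: 0% = acetylcholine EC80 with DMSO and 100% = DMSO without agonist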
TAAR1 ag: human TAAR1 agonists, primary screen, Fluo-8 calcium fluorescence, CHO RD-HGA16 cells; Trace amine-associated receptor 1 (Homo sapiens), Q96RJ0; vehicle wells 0%, saturating PEA agonist 100%; activation, % at 3 µM; 360,000 tested, 0.99% active;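 active means activation above the mean activation of all test compounds in the run plus 3 SD, cut at about 38% in these data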
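Assay system: CHO-derived RD-HGA16 cells with stable Gα16 and human TAAR1; timing: 17-24 h seeding, 75 min 37 °C dye, 30 min RT; read-out: % activation from peak over basal fluorescence ratio, DMSO-to-PEA scaled; measured by: kinetic Fluo-8 calcium fluorescence; benchmarks: low control DMSO, high control PEA (EC100); doses: 3 µM single concentration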
M1 ag: human M1 muscarinic receptor agonists, primary screen, Fluo-8 calcium fluorescence, CHO-K1 cells, HTS | CHO-K1 hM1, agonist mode; 0% DMSO, 100% acetylcholine EC100 | activation, % at 3 µM | 360,000 tested, 0.33% active | AID 588814, 2011;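 active means activation above the run's mean compound activation plus 3 SD, cut at about 16% in these data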;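 further: peak over basal fluorescence ratio within a 140 s kinetic read after compound addition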
M5 PAM: human M5 muscarinic receptor positive allosteric modulators, primary screen, CHO-K1 cells, Fluo-8 calcium fluorescence | Muscarinic acetylcholine receptor M5 (Homo sapiens), P08912 | activation, % at 3 µM | 360,000 tested, 0.3% active | CHO-K1 hM5, ACh EC20 PAM; 0% = ACh EC20, 100% = ACh EC100;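 active means activation above the run cutoff, the mean activation of all test compounds plus 3 SD, cut at about 18% in these data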
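Assay system: CHO-K1 hM5 cells. Also added: acetylcholine at EC20 concentration, added after compound. Dosing: 3 µM, single dose. Times: compound preincubation 140 s before EC20 acetylcholine addition. Signal: Fluo-8 calcium fluorescence. Measure: % activation relative to EC20 and EC100 ACh responses. Repeats: singlicate, one well per test compound.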
M4 ag: human M4 muscarinic receptor agonists, primary screen, CHO-K1 cells, Fluo-8 calcium fluorescence; CHO-K1 hM4/Gqi5; vehicle 0%, full acetylcholine response 100%; Muscarinic acetylcholine receptor M4 (Homo sapiens), P08173; AID 624127, 2012; activation, % at 3 µM; 360,000 tested, 0.14% active;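 active means activation above the run mean over all test wells plus 3 SD, cut at about 32% in these data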;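 further: peak over basal fluorescence ratio per well then scaled between controls; 0% = DMSO wells and 100% = acetylcholine at EC100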
Target sequence (P08173 whole entry, looked up): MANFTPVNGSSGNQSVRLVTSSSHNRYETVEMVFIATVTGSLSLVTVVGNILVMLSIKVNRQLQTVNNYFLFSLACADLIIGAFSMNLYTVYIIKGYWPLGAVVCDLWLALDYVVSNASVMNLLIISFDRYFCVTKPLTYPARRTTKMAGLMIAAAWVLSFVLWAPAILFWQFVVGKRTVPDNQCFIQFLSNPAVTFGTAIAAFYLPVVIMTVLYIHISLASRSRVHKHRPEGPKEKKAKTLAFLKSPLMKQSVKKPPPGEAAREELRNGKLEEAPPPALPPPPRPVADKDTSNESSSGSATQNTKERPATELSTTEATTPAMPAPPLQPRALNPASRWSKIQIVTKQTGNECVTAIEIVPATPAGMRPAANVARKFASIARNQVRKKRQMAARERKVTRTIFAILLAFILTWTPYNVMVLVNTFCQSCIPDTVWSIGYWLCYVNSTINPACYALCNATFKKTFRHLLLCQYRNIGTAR
CHRM4 antagonist: human M4 muscarinic receptor antagonists, primary screen, CHO cells, Fluo-8 calcium fluorescence; 360,000 tested, 0.73% active; Muscarinic acetylcholine receptor M4 (Homo sapiens), P08173; inhibition, % at 3 µM; CHO-hM4 cells, ACh EC80; AID 624125, 2012;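 active means inhibition above its plate's cutoff, the mean inhibition of sample wells plus 3 SD, cut at about 27% in these data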;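 further: 0% = acetylcholine EC80 with DMSO and 100% = DMSO without agonist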
The depositor's hits bear a star; x = no result given. The list is partial; rates above refer to the full screens.

SMILES	CHRM5 agonist	M1 PAM	M1 antag	CHRM5 antagonist	TAAR1 ag	M1 ag	M5 PAM	M4 ag	CHRM4 antagonist
CN(C)C(=O)c1nc2ccc(Cl)cn2c1CN1CCCC(OCc2ccccc2)C1 (centres undefined)	-2	7	-9	-20	4	-3	3	2	-5
CCN(CC)C(=O)CSc1n[nH]c(=S)n1N	-2	11	-10	2	1	-3	7	0	0
COc1ccc(C(=O)NC(=S)NNC(=O)c2ccc(NC(=O)C(C)C)cc2)cc1	-3	10	-12	0	3	-4	6	-1	2
Cc1cnnn1-c1ccc(C(=O)CCl)cc1	0	11	-18	-3	2	-4	4	0	-4
NC(=O)Nn1c(CCC(=O)O)ccc1-c1ccc(Cl)cc1	0	2	0	-3	0	-1	8	2	4
Cc1ccc(C2(C)NC(=O)N(CC(=O)N(C)CC(=O)Nc3cccc(F)c3)C2=O)cc1 (centres undefined)	0	5	0	3	2	1	-4	1	6
Cc1cc(C(=O)Nc2ccc(S(=O)(=O)N3CCOCC3)cc2)c(C)o1	0	15	-8	-15	0	-2	7	1	-11
CN1CCN(C(=O)C2=C[C@@H](c3coc4ccccc4c3=O)C[C@@H](OCc3ccc(CO)cc3)O2)CC1	0	1	-2	14	5	-10	-2	3	9
Cc1ccccc1NC(=O)C1CCCN(c2ncnc3onc(-c4ccc(F)cc4)c23)C1 (centres undefined)	-1	14	-14	7	-1	-3	-7	1	4
COC(=O)c1ccccc1NC(=O)N1CCN(C/C=C/c2ccccc2)CC1	-4	-7	3	-1	9	-9	-5	0	-6
O=C1NCCN/C1=C\C(=O)c1ccc(F)cc1	5	6	-11	-4	2	-1	4	1	-10
COc1ccccc1NS(=O)(=O)c1ccc(C(=O)NCC(c2ccccc2OC)N2CCCC2)cc1 (centres undefined)	-11	-10	13	8	4	-9	-8	0	9
CC(C)CCNC(=O)C1(C)CCN1Cc1ccc2ccccc2c1 (centres undefined)	-3	-9	-3	-9	-2	-9	0	-1	6
OC(CON=C1c2ccccc2-c2ccccc21)CN1CCNCC1 (centres undefined)	-6	14	-17	3	5	-7	5	4	6
CC(C)(C)c1ccc(NC(=O)COC(=O)c2ccc(CN3CCCC3=O)cc2)cc1	-4	3	-1	7	5	-5	0	8	-4
CN(C(=O)CCOc1ccccc1)c1c(N)n(Cc2ccccc2)c(=O)[nH]c1=O	-2	-1	-8	0	3	1	-4	1	-19
CCOc1ccc(NCC(=O)Nc2ccc(Cl)cc2C)cc1	-3	8	-8	-6	4	-7	0	-1	-11
Cn1c(=O)cc(OCC(=O)NCc2cccs2)c2ccccc21	-2	4	-2	3	0	-2	-4	2	6
COc1cccc(-c2nnn(CC(=O)N(C3CCCCC3)C3CCS(=O)(=O)C3)n2)c1 (centres undefined)	0	-5	15	-3	2	-3	0	6	-10
CCN(C(=O)CSc1nncs1)c1c(N)n(Cc2ccccc2)c(=O)[nH]c1=O	-2	6	-6	-7	7	-1	29*	1	-17
N#Cc1ccc(-c2nc3ccccc3c(=O)n2O)cc1	-3	2	-4	-2	-2	0	1	0	-1
COc1ccc(-c2nn(CCC(=O)O)cc2/C=C2\SC(N)=NC2=O)cc1	1	9	-4	-7	1	1	3	1	-4
CN(C)Cc1c(C(=O)N/N=C/c2cccc(OCc3c(F)cccc3Cl)c2)nnn1-c1nonc1N	-3	0	7	11	4	-2	-2	1	1
COc1ccc(NC(=O)c2cc(Br)c(Br)s2)cn1	21	4	-15	-8	71*	6	-10	12	-5
O=C(CSc1ccc(Cl)cc1)NCc1ccco1	-6	7	-15	1	2	-3	6	0	1
COC(=O)[C@H](C)N1C/C=C\COc2c(Cl)cc(Cl)cc2S1(=O)=O	-1	4	-11	-8	-1	-4	1	0	-10
Cc1c([C@H]2[C@@H](CC#N)C2(C)C)c2ccccc2n1C	-5	1	-5	-3	4	-5	-1	-3	-7
CC1(C)Nc2ccccc2C(=O)N1c1ccccc1	0	6	-6	0	6	-4	4	1	0
C[C@@H]1CN([C@H](C)CO)C(=O)CCCn2cc(nn2)CO[C@H]1CN(C)C(=O)Nc1ccnc(N2CCOCC2)c1	0	-5	3	-4	2	-8	3	2	-10
Cn1nc(C(=O)NCCCN2CCCCC2)c2c1-c1ccccc1SC2	-6	-2	5	-6	0	-6	7	1	-6
CCCC(=O)N1c2ccccc2[C@@H](N(C(C)=O)c2ccccc2)C[C@H]1C	1	9	-11	0	5	-2	3	1	0
COCOc1ccc(-c2ncc(OCCN3CCCC3=O)nc2NC(=O)c2cc3ccccc3s2)cc1	2	-5	-6	-5	4	-2	-6	9	-6
O=C(Nc1nc(-c2ccc([N+](=O)[O-])cc2)cs1)c1c(F)cccc1F	-5	-8	-2	6	7	-16	1	1	-15
Cc1ccc(SCC(=O)Nc2cccc(S(=O)(=O)N3CCOCC3)c2)cc1C	0	4	0	4	7	-1	5	3	7
Cc1occc1C(=O)NN=C1C2CC3CC(C2)CC1C3	0	15	-10	6	9	-1	-2	0	6
O=C(CCNC(=O)c1ccc(Br)cc1)NC1CCCc2ccccc21 (centres undefined)	-2	0	2	13	1	-2	-4	2	-6
COc1ccccc1NC(=O)CCS(=O)(=O)c1cc2c(cc1Cl)NC(=O)CO2	-7	0	-2	0	2	-3	-6	5	-10
C[C@H]1COC(=O)[C@H](CC(=O)OC(C)(C)C)C/C=C\C[C@@H](CC(=O)N[C@@H](CO)Cc2ccccc2)C(=O)N1	3	-1	3	5	7	-6	3	1	0
O=C1c2ccncc2C(=O)N1c1cccc(Cl)c1	-2	-1	-7	0	0	-1	-3	1	-4
CCOC(=O)C1=C(COC(=O)c2ccc(C)s2)NC(=O)NC1C (centres undefined)	-1	13	-6	9	3	-2	-4	4	-7
COC(=O)Cn1c(=NC(=O)C2COc3ccccc3O2)sc2cc(S(N)(=O)=O)ccc21 (centres undefined)	1	-2	2	8	3	-8	-4	5	4
COCCNC(=O)c1c[nH]c2ccc(S(=O)(=O)Nc3ccccc3F)cc2c1=O	-1	11	-6	3	3	-2	6	0	0
Cc1ccccc1OCC(=O)N(Cc1nnc(-c2ccc(Cl)cc2)o1)C(C)C	-1	-1	3	16	1	-5	-8	1	-1
COC(=O)c1ccc(CSCC(=O)Nc2cc(OC)cc(OC)c2)o1	-9	7	-7	0	6	-2	7	1	-9
Cc1ccc(Cl)cc1-c1cc(C(=O)N2CCN(c3ccncc3)CC2)[nH]n1	-3	-11	5	-1	3	-9	-3	2	-20
COc1ccc(OC)c(-c2csc(NC(=O)COC(=O)C3CCC3)n2)c1	-8	3	0	8	11	-7	-4	1	4
Cc1c(CCO)c(=O)[nH]n1S(=O)(=O)c1ccc(Cl)cc1Cl	1	-7	19	3	0	-1	-6	4	-1
Cc1noc(C)c1S(=O)(=O)N(CC(=O)N1CCCC1)c1ccc(C(C)C)cc1	-2	9	-16	-4	-1	-4	3	2	-6
COc1cccc(OC)c1C(=O)Nc1ccccc1C(=O)N1CCCC1	-1	4	-9	-7	0	-2	8	4	1
O=C(NCC1CCCO1)C1CCN(C2CCN(C(=O)Cc3ccsc3)CC2)CC1 (centres undefined)	-3	8	-13	13	4	-8	-1	5	2
CCN(CC)C1CCN(C(=O)CCn2nnnc2CN2CCOCC2)C1 (centres undefined)	2	-5	9	-13	1	-3	9	1	-3
Cc1ccc(S(=O)(=O)N2CCC[C@H]2C(=O)Nc2ccc(F)cc2C)cc1	-2	7	-7	0	-2	-4	6	1	-10
Cc1cccc(OCC(=O)N2CCC(N3CCCCCC3)CC2)c1	-2	0	-4	5	11	-7	0	0	8
Cc1cccc(/C=C/C(=O)c2ccc(NC3=NCCCS3)cc2)c1	-7	-9	-2	24	3	-12	-19	6	7
NC(=O)C1CCN(C(=O)c2ccc(OCC(=O)Nc3cccc(C(F)(F)F)c3)cc2)CC1	-1	9	-9	2	4	-2	5	1	-5
CCc1cccc(NC(=O)C2CCN(S(=O)(=O)c3ccc4c(c3)CC(C)N4C(C)=O)CC2)c1 (centres undefined)	5	-6	15	8	4	-3	-14	11	-5
CN(CC(=O)Nc1cccc(F)c1)C(=O)CCNC(=O)c1ccc(Br)cc1	-1	-2	-3	7	3	-2	-2	1	2
CC(CNC1CCCCC1)OC(=O)c1ccc([N+](=O)[O-])cc1 (centres undefined)	-11	-2	-5	3	1	-9	0	1	18
Cc1ccccc1NC(=O)Cc1nc(CN(C)CC(=O)Nc2cccc(F)c2)cs1	3	18	-16	-8	2	-3	-1	5	-15
Cc1cccc2sc(N(CCCN(C)C)C(=O)c3sc4ccccc4c3Cl)nc12	-4	-5	15	3	10	-7	-4	2	-3

Whole records from above:
COc1cccc(OC)c1C(=O)Nc1ccccc1C(=O)N1CCCC1 reads CHRM5 agonist = -1; M1 PAM = 4; M1 antag = -9; CHRM5 antagonist = -7; TAAR1 ag = 0; M1 ag = -2; M5 PAM = 8; M4 ag = 4; CHRM4 antagonist = 1
CN(CC(=O)Nc1cccc(F)c1)C(=O)CCNC(=O)c1ccc(Br)cc1 reads CHRM5 agonist = -1; M1 PAM = -2; M1 antag = -3; CHRM5 antagonist = 7; TAAR1 ag = 3; M1 ag = -2; M5 PAM = -2; M4 ag = 1; CHRM4 antagonist = 2

Next section.
SMILES	CHRM5 agonist	M1 PAM	M1 antag	CHRM5 antagonist	TAAR1 ag	M1 ag	M5 PAM	M4 ag	CHRM4 antagonist
Cc1ccc(S(=O)(=O)N(CC(=O)N2CCC(C)CC2)c2ccccc2)cc1	1	2	5	0	0	-4	0	1	3
CC1=Nc2ccccc2/C1=C\c1nc(-c2ccccc2)oc1O	-3	7	0	7	7	0	0	6	13
O=C(Cc1cccc2ccccc12)NCCOc1ccccc1F	-4	7	1	-6	-2	-3	5	0	8
COc1ccc(S(=O)(=O)N2CCN(c3ccc(F)cc3)CC2)cc1C(=O)N1CCOCC1	-3	-3	7	7	1	-6	-1	1	10
c1ccn2cc(-c3ccc4c(c3)OCCO4)nc2c1	-2	3	1	2	0	-3	6	2	-9
O=S(=O)(c1cccc(Cl)c1)N1CCC(c2nc3ccccc3[nH]2)CC1	-5	-5	9	2	0	-7	-4	8	-15
CC(C)(C)n1nnnc1C(c1ccccc1)N1CCN(C(=O)C2CCCO2)CC1 (centres undefined)	2	x	x	-3	1	x	-7	1	-11
CC(C)Oc1ccc(C(CC(=O)NCCCN(C)C)c2ccc(F)cc2)cc1 (centres undefined)	-7	0	-4	2	5	-11	-2	2	-3

Screening data from PubChem BioAssay.
